TWEAK Fn14 block – inhibitors of TWEAK-Fn14 signaling, primary screen, luciferase reporter cells, uHTS | TWEAK-stimulated Fn14 reporter cells, luciferase luminescence, 8 h | inhibition, % at 10 µM | 360,000 tested, 2% active | AID 1159606, 2016; in the data active = inhibition above about 50%
TROY NFkB inh – inhibitors of TROY-driven NF-kB signaling, primary screen, Q293 LMP1-TROYcd cells, NF-kB luciferase, uHTS; inhibition, % at 10 µM; Q293 LMP1-TROYcd NF-kB luciferase reporter, 4 h; 360,000 tested, 0.98% active;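 active = compounds whose plate-normalised and pattern-corrected inhibition of the luciferase reporter signal at the single screening dose is 50% or more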
NCOA3 inh – SRC3 coactivator transcriptional activity inhibitors, primary screen, cell-based, luminescence. inhibition, % at 3.6 µM. 360,000 tested, 0.17% active. AID 588352, 2011. HEK293 GAL4-SRC3 luciferase reporter;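 active = inhibition above a per-campaign cutoff, the mean of all compounds plus 3 SD, cut at about 60% in these data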;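 also: 0% = DMSO-treated cells and 100% = gossypol-treated cells at 36 µM; higher means less SRC3-driven luciferase light from the GAL4 reporter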
Target sequence (Q9Y6Q9 whole entry, looked up, the tested form may be a part): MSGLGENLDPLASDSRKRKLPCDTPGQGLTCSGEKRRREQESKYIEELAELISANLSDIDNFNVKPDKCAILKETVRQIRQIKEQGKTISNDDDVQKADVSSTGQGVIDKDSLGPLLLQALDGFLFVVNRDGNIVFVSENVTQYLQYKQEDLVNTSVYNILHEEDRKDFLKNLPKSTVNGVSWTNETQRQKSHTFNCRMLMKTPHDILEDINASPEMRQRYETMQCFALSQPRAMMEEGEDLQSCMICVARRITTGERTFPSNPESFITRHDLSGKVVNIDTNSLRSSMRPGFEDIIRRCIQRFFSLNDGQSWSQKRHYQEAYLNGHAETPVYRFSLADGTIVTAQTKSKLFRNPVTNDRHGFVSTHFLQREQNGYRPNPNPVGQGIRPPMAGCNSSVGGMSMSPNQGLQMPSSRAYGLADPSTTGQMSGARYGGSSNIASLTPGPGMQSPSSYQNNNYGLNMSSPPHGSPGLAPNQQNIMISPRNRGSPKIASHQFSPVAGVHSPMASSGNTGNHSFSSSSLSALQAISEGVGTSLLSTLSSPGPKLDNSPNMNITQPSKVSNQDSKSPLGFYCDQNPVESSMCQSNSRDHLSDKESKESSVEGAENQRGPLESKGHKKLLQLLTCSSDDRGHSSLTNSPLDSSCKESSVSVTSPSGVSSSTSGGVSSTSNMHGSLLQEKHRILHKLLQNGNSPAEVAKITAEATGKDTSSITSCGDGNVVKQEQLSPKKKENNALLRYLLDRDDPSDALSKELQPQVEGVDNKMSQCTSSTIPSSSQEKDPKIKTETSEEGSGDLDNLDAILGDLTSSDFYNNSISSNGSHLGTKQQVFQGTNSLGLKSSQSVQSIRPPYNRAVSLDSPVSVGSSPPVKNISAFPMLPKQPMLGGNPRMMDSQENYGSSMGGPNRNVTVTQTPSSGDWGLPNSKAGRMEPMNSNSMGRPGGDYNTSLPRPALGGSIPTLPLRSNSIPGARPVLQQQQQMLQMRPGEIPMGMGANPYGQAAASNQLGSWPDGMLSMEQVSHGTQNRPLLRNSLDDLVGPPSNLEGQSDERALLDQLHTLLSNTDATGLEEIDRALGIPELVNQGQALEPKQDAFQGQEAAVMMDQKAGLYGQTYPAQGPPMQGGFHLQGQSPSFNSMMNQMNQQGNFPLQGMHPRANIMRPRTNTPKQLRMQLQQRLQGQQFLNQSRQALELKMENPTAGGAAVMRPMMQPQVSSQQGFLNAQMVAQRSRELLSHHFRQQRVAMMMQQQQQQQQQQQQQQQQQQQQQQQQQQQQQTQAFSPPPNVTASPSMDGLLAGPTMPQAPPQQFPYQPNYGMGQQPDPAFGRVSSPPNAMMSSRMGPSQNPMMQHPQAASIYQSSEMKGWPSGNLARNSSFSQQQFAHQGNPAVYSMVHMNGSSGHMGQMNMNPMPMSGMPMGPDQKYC
NR5A2 inv ag – LRH-1 (NR5A2) inverse agonists, primary screen, cell-based, luminescence, HEK293T, StAR-luciferase reporter; inhibition, % at 3.6 µM; LRH-1 transfected, 24 h; Nuclear receptor subfamily 5 group A member 2 (Homo sapiens), O00482; 360,000 tested, 0.13% active;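 active = inhibition above the mean inhibition of all tested compounds plus 3 SD, cut at about 73% in these data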;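 also: 0% = DMSO wells and 100% = reporter-only cells lacking LRH-1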
TLR9-MyD88 block – inhibitors of TLR9-MyD88 association in cells, primary screen, cell-based, CHO, BLA complementation, fluorescence. CCF4 FRET ratio. 340,000 tested, 0.21% active. Toll-like receptor 9 (Homo sapiens) + Myeloid differentiation primary response protein …. inhibition, % at 4.98 µM;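 active = inhibition above the mean over all tested compounds plus 3 SD, cut at about 21% in these data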;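 also: 0% = DMSO only wells and 100% = clavulanate BLA inhibitor control wells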
NOD2 RIPK2 PPI – NOD2-RIPK2 binding disruptors in cells, primary screen, fluorescence, CHO cells, BLA complementation; Receptor-interacting serine/threonine-protein kinase 2 (Homo sapiens), O43353; CCF4 ratio; inhibition, % at 4.98 µM; 360,000 tested, 0.38% active; in the data active = inhibition above about 21%;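 also: 0% = vehicle only and 100% = reference blocker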
COUP-TFII inh – NR2F2 transcriptional activity inhibitors, primary screen, cell-based, luciferase reporter, HEK293T, luminescence; COUP transcription factor 2 (Homo sapiens), P24468; HEK293T NGFI-A luciferase reporter; inhibition, % at 8.6 µM; 370,000 tested, 0.7% active; AID 686940, 2013;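 active = inhibition above a per-plate cutoff, mean inhibition of test wells between control levels plus 3 SD, cut at about 38% in these data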;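 also: cells cotransfected with COUP-TFII expression vector driving the NGFI-A reporter; 0% = median of COUP-TF2 test wells and 100% = reporter-only cells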
TRAIL sens C8 – viability loss with TRAIL in NB7+C8 cells, primary screen, TRAIL sensitizer project, cell-based, ATPlite luminescence; inhibition (viability loss, TRAIL sensitization), % at 10 µM; 360,000 tested, 1% active; AID 624354, 2012;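 active = compounds causing at least 50% loss of cell viability in the single-dose screen, relative to plate controls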
EBV LMP1 NFkB – EBV LMP1-driven NF-kappaB luciferase reporter inhibitors, primary screen, cell-based, luminescence, single point; LMP1-induced NF-kappaB luciferase reporter cells; inhibition, % at 12.5 µM; 350,000 tested, 0.69% active; in the data active = inhibition above about 41%;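 also: 0% = neutral control wells and 100% = reference inhibitor control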
NCOA2 inhibitor – inhibition of GAL4-SRC2 driven luciferase reporter, primary screen, SRC2 inhibitor project, cell-based, luminescence; HEK293 GAL4-SRC2 luciferase reporter; 370,000 tested, 0.17% active; AID 651957, 2012; Nuclear receptor coactivator 2 (Homo sapiens), Q15596; inhibition, % at 9 µM;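 active = inhibition above the mean inhibition of all tested compounds plus 3 SD, set per campaign, cut at about 52% in these data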;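 also: 0% = DMSO treated cells and 100% = cells given Gossypol at 36 µM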
SRC1 inh – SRC1 coactivator transcriptional activity inhibitors, primary screen, cell-based, luminescence. inhibition, % at 3.6 µM. HEK293 GAL4-SRC1 luciferase reporter. Nuclear receptor coactivator 1 (Homo sapiens), Q15788. 360,000 tested, 0.12% active;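 active = inhibition above the campaign mean plus 3 SD, with each screening campaign given its own cutoff, cut at about 60% in these data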;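 also: 0% = DMSO treated cells and 100% = gossypol at 36 µM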
Starred values were filed as active, the others as inactive; nt = no result given. A portion of the library, so the mix of outcomes need not match the whole.

canonical_smiles	TWEAK Fn14 block	TROY NFkB inh	NCOA3 inh	NR5A2 inv ag	TLR9-MyD88 block	NOD2 RIPK2 PPI	COUP-TFII inh	TRAIL sens C8	EBV LMP1 NFkB	NCOA2 inhibitor	SRC1 inh
CCOC(=O)C(=CNc1ccc(C(F)(F)F)cc1Cl)C(=O)OCC	15	-16	16	10	-6	-4	-1	3	1	8	10
O=C(OCC(=O)N1CCCCCC1)c1ccc(S(=O)(=O)N2CCOCC2)cc1	-8	-3	4	3	6	-5	-9	-1	-8	-9	5
O=C(O)c1ccc(NS(=O)(=O)c2ccc(Cl)c(Cl)c2)cc1O	5	6	-4	-9	-1	-8	-16	1	2	-4	-6
Cc1[nH]nc2c1C(c1cccs1)C1=C(CCCC1=O)N2 (stereo unspecified)	-8	-30	13	4	-5	-9	24	2	-53	-11	14
CC(=O)Nc1ccc(S(=O)(=O)N(C)CC(=O)Nc2cccc(S(=O)(=O)N3CCCC3)c2)cc1	6	-7	5	-9	-4	-4	-5	-21	-7	-10	1
O=C(NCCc1ccncc1)C(F)(F)F	1	-3	13	8	6	-1	-4	-4	-4	20	15
O=C(Cc1c[nH]c2ccccc12)NCc1ccccc1F	0	14	-15	-14	-2	-13	-5	-2	10	16	-8
CCc1ccc(OCC(=O)N2CCc3ccccc32)cc1	-38	-44	-72	-108	5	3	-32	45	-28	-57	-84
O=C(NC1CCCCC1)N1CCCC(c2nc3ccccc3[nH]2)C1 (stereo unspecified)	-5	-5	-3	11	0	3	0	12	2	-8	-9
CCN(CC(=O)N1CCc2ccccc2C1)S(=O)(=O)c1ccc2ccccc2c1	13	16	8	-13	0	-10	-2	55*	-13	-3	7
CN(C)CC(c1ccccc1)c1ccccc1	0	-3	2	15	nt	10	6	-5	nt	-22	-7
CSc1cccc(NC(=O)NCc2cccc(CNC(=O)Nc3cccc(SC)c3)c2)c1	-13	22	7	8	3	-2	10	10	6	20	10
Cc1ccc(S(=O)(=O)Oc2ccc(/C=C(/NC(=O)c3ccccc3)C(=O)NCC(=O)O)cc2)cc1	2	-8	4	10	nt	-4	-8	-8	-8	-19	-15
CCOC1=C2CN(S(=O)(=O)c3ccc(C)cc3)[C@H](c3ccccc3)C[C@@H]2N(S(=O)(=O)c2ccccc2)[C@H](c2ccccc2)C1	-12	13	13	-11	nt	-2	-3	1	nt	-1	10
COc1ccccc1N1CCN(C2CCCN(C(=O)CC(F)(F)F)C2)CC1 (stereo unspecified)	11	-58	-2	0	-11	7	-4	6	-1	18	0
C#CCNC(=O)C1=C[C@@H](c2ccccc2)C[C@@H](OCCCCO)O1	1	2	-22	-14	-7	-3	-16	0	4	16	3

One compound at a time, as listed above. Order of screens: TWEAK Fn14 block, TROY NFkB inh, NCOA3 inh, NR5A2 inv ag, TLR9-MyD88 block, NOD2 RIPK2 PPI, COUP-TFII inh, TRAIL sens C8, EBV LMP1 NFkB, NCOA2 inhibitor, SRC1 inh
Results for O=C(OCC(=O)N1CCCCCC1)c1ccc(S(=O)(=O)N2CCOCC2)cc1 → -8, -3, 4, 3, 6, -5, -9, -1, -8, -9, 5
Results for O=C(NC1CCCCC1)N1CCCC(c2nc3ccccc3[nH]2)C1 (stereo unspecified) → -5, -5, -3, 11, 0, 3, 0, 12, 2, -8, -9

Next part
canonical_smiles	TWEAK Fn14 block	TROY NFkB inh	NCOA3 inh	NR5A2 inv ag	TLR9-MyD88 block	NOD2 RIPK2 PPI	COUP-TFII inh	TRAIL sens C8	EBV LMP1 NFkB	NCOA2 inhibitor	SRC1 inh
COc1cc(N2C(=O)c3ccccc3C2=O)c(Cl)cc1C(=O)OCC(=O)NCc1ccco1	5	-12	5	-16	5	-8	-7	1	-6	-7	1
Cc1nc2ccccc2c(=O)n1NC(=O)c1ccc(F)cc1Cl	-6	-3	8	-7	6	-1	3	-6	-4	2	5
O=C(CN1CCN(C(=O)c2cccc(S(=O)(=O)N3CCCC3)c2)CC1)Nc1ccc(F)cc1	-5	18	9	9	3	0	17	-3	0	21	0
NS(=O)(=O)c1ccc(NC(=O)COC(=O)CCc2ccccc2)cc1	-14	6	4	-6	4	2	15	-7	-1	6	-2
Cc1ccc2c(c1)c1nnc(SCC(=O)N3CCN(c4ccc(F)cc4)CC3)nc1n2CC(=O)O	19	11	12	7	-19	-5	-13	-7	-10	23	3
O=C(Cc1cccc(NC(=O)C2CCCN(C(=O)C3CCC3)C2)c1)Nc1ccc(C(=O)N2CCOCC2)cc1 (stereo unspecified)	19	-10	4	-1	-2	-1	14	1	-3	10	-1
COc1cc(/C=C/C(=O)O)cc(S(=O)(=O)Nc2cc(S(=O)(=O)N3CCCCC3)ccc2Cl)c1OC	2	-20	-4	15	-6	9	-4	-10	9	19	-19
COC(=O)c1ccc(CSc2nnc3nc(C)cc(C)n23)cc1	2	17	11	6	3	-9	10	-14	9	-13	0
O=C1CS(=O)(=O)N(Cc2ccc(F)cc2)c2ccccc21	6	7	-3	-3	-3	0	10	-4	-3	8	-2
O=C(C[C@H]1C[C@H](C(=O)N2CCCCC2)[C@@]2(CCc3ccccc3)c3[nH]c4ccc(Cl)cc4c3CCN2C1=O)NCCC1=CCCCC1	10	3	-2	16	-9	-6	-5	55*	-10	2	-18
CCC(=O)Nc1c(OC(=O)CC)ccc2c(C)cc(=O)oc12	9	-8	25	13	-1	-3	-5	11	1	8	-8
CNC(=O)CSc1ncnc2c1cnn2-c1ccccc1	-4	-22	2	-2	10	-4	-13	-6	-5	14	-5
COc1cc(C(=O)N2CCCCCCC2)ccc1OC1CCN(C(C)=O)CC1	-8	-29	-38	10	0	2	-10	-3	20	-16	-16
Cc1ccc2c(C)nc(N/C(N)=N/S(=O)(=O)c3ccc([N+](=O)[O-])cc3)nc2c1	-18	-9	-12	-7	-1	-2	-10	8	-1	-34	-24
Oc1ccc(NCc2ccccc2OCc2ccccc2)cc1	2	-27	-7	9	3	10	8	-1	3	-8	-23
CCCCCN(C(=O)CCC(=O)OCC(=O)N1CCCCC1C)c1c(N)n(CCCC)c(=O)[nH]c1=O (stereo unspecified)	0	3	5	4	-2	-7	-5	-9	3	-30	-6
CCOc1ccc2nc(N3C(=O)CNC3=S)sc2c1	-11	45	-89	-134	7	0	-22	59*	17	-51	-113
COc1cccc(OC)c1C(=O)N1CCNCC1	-4	7	-5	-14	-2	2	3	-4	-1	-21	2
CC(C)Sc1nc(N2CCCC2)c2c(c1C#N)CC(C)(C)OC2	9	13	13	2	0	11	4	-8	-4	-5	11
CCCNC(=O)CN(c1ccc(F)cc1)S(=O)(=O)c1ccc2c(c1)OCCO2	10	-16	17	-7	-6	-6	-2	-9	-4	12	-15
CCOc1cccc(=O)c2c(C)n(C)c(C)c12	6	7	14	17	2	-10	6	-11	-6	-9	-1
Cc1ccc(C)c(NC(=O)COC(=O)CC2CC3CCC2C3)c1 (stereo unspecified)	10	-1	7	16	-6	-2	6	-6	4	-13	-20
Cc1cc(C(=O)COC(=O)C23CC4CC(CC(O)(C4)C2)C3)c(C)n1-c1c(C)n(C)n(-c2ccccc2)c1=O	-20	1	-4	12	-12	-2	9	29	2	0	-3
O=C(N/N=C\c1cc2c(cc1[N+](=O)[O-])OCO2)c1cccs1	-2	5	-27	-20	-2	2	-39	19	-4	-26	-52
Cc1cccc(-c2nnc(SCC(=O)NCc3ccc4c(c3)OCO4)n2C)c1	-18	-6	14	-12	-7	-3	2	-8	2	-19	-1
CSc1ccc(C(=O)N2CCC(CCC(=O)NC3CC3)CC2)cc1	11	-8	7	-2	-5	-12	10	7	11	11	-24
CN(Cc1cccs1)C(=O)COc1ccc(-c2nnco2)cc1	-7	17	2	-9	-7	-3	-23	3	0	0	-2
Cc1ccccc1CN1CCN(Cc2ccc3cccc(F)c3n2)CC1CCO (stereo unspecified)	-10	-2	6	9	3	7	-5	7	-2	-32	11
CN(Cc1cccs1)C(=O)CCCc1c[nH]c2ccccc12	0	1	-25	-47	2	5	-40	-1	-18	-23	-29
CCCCCCCCS(=O)c1sc2nc(C)cc(C)c2c1N (stereo unspecified)	-12	6	7	-6	4	4	11	2	12	-21	4
COCC1CCCN(C(=O)c2cc(COc3ccc4ncccc4c3)on2)C1 (stereo unspecified)	34	25	12	42	-7	-13	67*	25	23	15	4
CC(Cc1cccs1)NC(=O)c1cccs1 (stereo unspecified)	-8	-24	-28	-61	3	-11	-18	1	9	-28	-36
COc1ccc(/C=N/NC(=O)c2ccc(COc3cccc4cccnc34)cc2)cc1OC	6	34	3	3	0	-14	8	0	18	-23	-19
COc1ccc(-c2nc3c4ccccc4ccn3c2Cc2ccccc2C(F)(F)F)cc1OC	4	18	8	31	nt	4	-4	4	nt	-8	-40
Cn1c(SCC(=O)NC2CCCC2)nc2c(c1=O)SCC2	2	0	16	13	6	-4	-15	-10	-1	1	-1
COc1cc(-c2n[nH]c(=S)n2-c2ccc(C)cc2)cc(OC)c1OC	-4	-22	6	29	-8	-10	-24	-3	2	0	8

Compound activity (PubChem BioAssay)
